Source: PubChem BioAssay (several laboratories)
Bcl-2 Bim block: inhibitors of Bim-Bcl-2 binding, primary screen, biochemical, multiplexed, human Bcl-2 family; Apoptosis regulator Bcl-2 (Homo sapiens), P10415; Bead-based flow cytometry, Bim peptide-Bcl-2 binding; inhibition, % at 10 µM; 0.06% of 190,000 active; in the data active = inhibition above about 40%; inconclusive = no clear call, values can overlap the other calls;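 note: 0% = no compound wells with probe peptide and 100% = reference peptide inhibitor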
Target sequence (P10415 whole entry, looked up): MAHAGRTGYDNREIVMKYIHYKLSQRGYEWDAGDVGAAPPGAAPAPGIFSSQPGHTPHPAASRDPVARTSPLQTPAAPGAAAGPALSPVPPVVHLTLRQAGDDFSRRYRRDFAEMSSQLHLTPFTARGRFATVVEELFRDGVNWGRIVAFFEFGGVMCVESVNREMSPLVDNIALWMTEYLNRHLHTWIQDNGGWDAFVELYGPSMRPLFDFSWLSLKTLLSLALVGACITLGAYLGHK
Bcl-B Bim block: inhibitors of Bim-Bcl-B binding, primary screen, biochemical, multiplexed, human Bcl-2 family | inhibition, % at 10 µM | 0.073% of 190,000 active | bead-based flow cytometry, Bim peptide-Bcl-B binding | AID 951, 2007;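 note: 0% = tracer peptide without compound and 100% = reference inhibitor peptide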
Target sequence (Q9HD36 whole entry, looked up): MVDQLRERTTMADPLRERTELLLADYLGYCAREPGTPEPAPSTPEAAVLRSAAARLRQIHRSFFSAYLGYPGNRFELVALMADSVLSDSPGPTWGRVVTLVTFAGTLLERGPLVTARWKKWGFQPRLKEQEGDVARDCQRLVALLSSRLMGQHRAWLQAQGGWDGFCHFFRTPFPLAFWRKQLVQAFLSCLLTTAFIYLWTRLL
Bim-Bfl-1: inhibitors of Bim binding to Bfl-1, primary screen, biochemical, multiplexed, bead-based flow cytometry | Bcl-2-related protein A1 (Homo sapiens), Q16548 | Bim-Bfl-1 binding inhibition | inhibition, % at 10 µM | 0.12% of 190,000 active | AID 1008, 2008;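 note: 0% = wells without compound plus tracer and 100% = blocker peptide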
Mcl1 Noxa PPI: Mcl-1/Noxa binding inhibitors, primary screen, biochemical, TR-FRET, 1536-well; Induced myeloid leukemia cell differentiation protein Mcl-1 (Homo sapiens), Q07820; TR-FRET Mcl-1/Noxa peptide binding, 2 h; inhibition, % at 21.7 µM; 1.5% of 220,000 active; AID 1022, 2008;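 active = compounds that cut the protein-peptide binding signal by more than 50% relative to plate controls in a single-dose test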;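 note: His-tagged Mcl-1 with rhodamine Noxa BH3 peptide and terbium anti-His antibody; 0% = Mcl-1 plus Noxa peptide wells and 100% = peptide-only wells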
RGS4-Gao reg: modulators of RGS4 binding to Galphao, primary screen, biochemical, multiplexed bead flow cytometry | actives lie on both sides | AID 1415, 2008 | binding response (% of control), % at 10 µM | Guanine nucleotide-binding protein G(o) subunit alpha (Homo sapiens), P09471 | 0.33% of 220,000 active; in the data active = binding response below about 49% or above about 150%; inactive = in between;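 note: fluorescent Galphao activated with aluminum fluoride binding bead-coupled RGS4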
Bcl-XL Bim block: inhibitors of Bim-Bcl-XL binding, primary screen, biochemical, multiplexed, bead flow cytometry, human Bcl-XL; Bim peptide-Bcl-XL binding, fluorescence; 0.04% of 190,000 active; Bcl-2-like protein 1 (Homo sapiens), Q07817; AID 1007, 2008; inhibition, % at 10 µM
Target sequence (Q07817 whole entry, looked up): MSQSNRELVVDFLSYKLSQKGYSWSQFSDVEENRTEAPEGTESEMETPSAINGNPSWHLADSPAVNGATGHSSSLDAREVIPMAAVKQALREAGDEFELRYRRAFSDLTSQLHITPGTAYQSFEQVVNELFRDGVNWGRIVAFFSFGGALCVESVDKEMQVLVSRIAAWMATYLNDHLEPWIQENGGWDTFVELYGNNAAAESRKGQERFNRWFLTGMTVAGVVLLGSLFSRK
Bim-Mcl-1: inhibitors of Bim peptide binding to Mcl-1, primary screen, biochemical, bead-based flow cytometry, multiplex | inhibition, % at 10 µM | 0.1% of 190,000 active | Bim peptide-Mcl-1 binding | Induced myeloid leukemia cell differentiation protein Mcl-1 (Homo sapiens), Q07820;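 note: 0% = no compound tracer wells and 100% = peptide blocker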
RGS8-Gao reg: RGS8-Galphao binding modulators, primary screen, biochemical, multiplexed bead flow cytometry. Guanine nucleotide-binding protein G(o) subunit alpha (Homo sapiens), P09471. actives lie on both sides. response (percent of control binding), % at 10 µM. 0.34% of 220,000 active; in the data active = response below about 60% or above about 140%; inactive = in between;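 note: Galphao activated as the GDP aluminium fluoride complex binding bead-coupled RGS8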
Mcl1-Bid inh: Mcl-1/Bid binding inhibitors, primary screen, biochemical, TR-FRET, 1536-well; TR-FRET Mcl-1/Bid-Dy647 peptide binding; inhibition, % at 21.7 µM; 0.97% of 220,000 active;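 active = compounds that cut the binding signal by more than half at the single screening dose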;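 note: His-tagged Mcl-1 with europium anti-His antibody binding Bid BH3 peptide; 0% = Mcl-1 plus peptide wells and 100% = peptide-only wells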
Bim-Bcl-W: inhibitors of Bim binding to Bcl-W, primary screen, biochemical, multiplexed, bead-based flow cytometry. Bcl-2-like protein 2 (Homo sapiens), Q92843. 0.02% of 190,000 active. inhibition, % at 10 µM. Bim peptide-Bcl-W binding;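 note: 0% = bound tracer without compound and 100% = peptide blocker; higher means less fluorescent Bim peptide bound to Bcl-W beads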
Target sequence (Q92843 whole entry, looked up): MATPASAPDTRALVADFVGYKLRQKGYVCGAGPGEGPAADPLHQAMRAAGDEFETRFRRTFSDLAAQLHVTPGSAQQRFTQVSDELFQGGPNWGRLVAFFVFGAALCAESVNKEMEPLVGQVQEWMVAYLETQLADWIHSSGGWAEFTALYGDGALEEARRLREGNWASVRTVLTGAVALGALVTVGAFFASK
RGS7-Gao: RGS7-Galphao binding modulators, primary screen, biochemical, multiplexed bead flow cytometry; binding response (% of control), % at 10 µM; AID 1439, 2008; actives lie on both sides; 0.35% of 220,000 active; Guanine nucleotide-binding protein G(o) subunit alpha (Homo sapiens), P09471; in the data active = binding response below about 49% or above about 150%; inconclusive = no clear call, values can overlap the other calls; inactive = in between;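 note: fluorescent Galphao held in activated GDP-AlF4 state binding bead-coupled RGS7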
* = called active by the depositor; ? = inconclusive; · = not tested or not shown. Cut-off read from the data, not from the text of the source, unless noted: active = inhibition above about 40%.

cpd	mol	Bcl-2 Bim block	Bcl-B Bim block	Bim-Bfl-1	Mcl1 Noxa PPI	RGS4-Gao reg	Bcl-XL Bim block
1	CC(/C=N/NC(=O)CNc1n[nH]c(=O)[nH]c1=O)c1ccccc1 (configuration not stated)	·	·	·	15	94	·
2	O=C(Nc1cc(C(F)(F)F)ccc1Cl)C(Sc1n[nH]c(=O)[nH]c1=O)c1ccccc1 (configuration not stated)	·	·	·	19	95	·
3	CC(Sc1n[nH]c(N)n1)C(=O)C12CC3CC(CC(C3)C1)C2 (configuration not stated)	3	0	0	-9	102	0
4	CN(C)CCCN(Cc1cc2cc3c(cc2[nH]c1=O)OCCO3)C(=O)NC1CCCCC1	·	·	·	-39	91	·
5	O=S(=O)(c1cccc(-c2nnc(SC(F)F)n2-c2ccccc2)c1)N1CCCCC1	-7	-8	-8	19	98	-2
6	Nc1nc(CN2CCN(c3ccccn3)CC2)nc(Nc2ccc(Cl)cc2)n1	-6	-5	-3	2	102	0
7	CC(=O)c1c(C)n([O-])c2ccccc2[n+]1=O	-13	-7	-21	24	103	-8
8	Cc1cc(C)cc(OCC(=O)Nc2ccc3c(c2)C(=O)c2ccccc2C3=O)c1	-2	-6	-17	8	97	-1
9	COc1cc(/C=N/N2C(=O)CSC2=S)cc(Br)c1O	-1	-5	-2	58*	102	-1
10	CCc1ccccc1S(=O)(=O)Cc1ccc(C(=O)N2CCN(c3ccccn3)CC2)o1	-4	-2	-3	14	117	-2
11	Cc1nc2c(ncn2-c2ccccc2)c(=O)n1NC(=O)CN1CCCCC1	·	·	·	3	100	·
12	Cc1ccc(SC(C)C(=O)Nc2cccnc2)cc1 (configuration not stated)	-2	-2	-1	0	106	0

cpd	Bim-Mcl-1	RGS8-Gao reg	Mcl1-Bid inh	Bim-Bcl-W	RGS7-Gao
1	·	99	-5	·	?
2	·	96	-45	·	?
3	1	100	-16	1	100
4	·	94	-6	·	?
5	0	99	92*	-1	97
6	-5	101	-8	-4	98
7	-5	102	-6	-2	98
8	-1	101	7	-1	95
9	-3	102	-13	0	?
10	-4	135	-20	0	115
11	·	101	-13	·	?
12	-2	102	-12	-2	104

Record cards, from the list above. Order of screens: Bcl-2 Bim block	Bcl-B Bim block	Bim-Bfl-1	Mcl1 Noxa PPI	RGS4-Gao reg	Bcl-XL Bim block	Bim-Mcl-1	RGS8-Gao reg	Mcl1-Bid inh	Bim-Bcl-W	RGS7-Gao
Cc1ccc(SC(C)C(=O)Nc2cccnc2)cc1 (configuration not stated) across the screens: -2	-2	-1	0	106	0	-2	102	-12	-2	104
O=C(Nc1cc(C(F)(F)F)ccc1Cl)C(Sc1n[nH]c(=O)[nH]c1=O)c1ccccc1 (configuration not stated) across the screens: ·	·	·	19	95	·	·	96	-45	·	?
CC(Sc1n[nH]c(N)n1)C(=O)C12CC3CC(CC(C3)C1)C2 (configuration not stated) across the screens: 3	0	0	-9	102	0	1	100	-16	1	100

The results go on.
cpd	mol	Bcl-2 Bim block	Bcl-B Bim block	Bim-Bfl-1	Mcl1 Noxa PPI	RGS4-Gao reg	Bcl-XL Bim block
13	Clc1ccc(CSc2snnc2-c2ccccc2)c(Cl)c1	-8	-10	-8	14	101	-7
14	Cc1cnc(C(=O)N2CCc3c([nH]c4ccccc34)C2c2ccc(F)cc2)cn1 (configuration not stated)	-7	-4	-8	7	101	-5
15	CCOC(=O)C1(Cc2cccc(OC)c2)CCN(Cc2cccn2-c2ccccn2)CC1	-1	-4	-7	14	100	-2
16	COc1cc2c(C(=O)N3CCN(Cc4ccc5c(c4)OCO5)CC3)cn(C)c(=O)c2cc1OC	-4	-4	-11	8	93	0
17	O=C(NCN1CCN(CCO)CC1)c1cnccn1	0	0	-7	11	101	-4
18	Clc1ccc(/C=N/Nc2nnc(-c3ncc[nH]3)c3ccccc23)cc1	0	0	3	9	98	1
19	CCCc1nc(SCc2ccccn2)c2c(=O)n(C)c(=O)n(C)c2n1	-4	-1	-6	8	103	0
20	O=C(NCCc1ccccc1)C1c2ccccc2C(=O)N1C1CC1 (configuration not stated)	-18	-11	-26	-10	103	-11
21	O=[N+]([O-])c1ccc(-c2ccc(/C=N/Nc3nc(N4CCCCC4)nc(N4CCCCC4)n3)o2)cc1	-1	-5	-7	-1	101	-1
22	CCN(CC)C(=O)c1ccc2c(c1)N(Cc1ccccc1)C(=O)CS2=O (configuration not stated)	-9	-7	-10	-7	102	-8
23	O=C1CSC(c2ccccc2[N+](=O)[O-])N1c1ccccc1 (configuration not stated)	0	0	-3	2	104	-1
24	Cc1ccc(S(=O)(=O)c2c(C(=O)c3ccccc3)cnc3cc4c(cc23)OCCO4)cc1	-7	-3	-6	-176	93	-7

cpd	Bim-Mcl-1	RGS8-Gao reg	Mcl1-Bid inh	Bim-Bcl-W	RGS7-Gao
13	-3	101	-17	-1	98
14	0	101	-53	-2	99
15	-1	99	-4	-1	108
16	0	97	-2	13	93
17	-5	127	-21	0	104
18	1	101	-37	0	95
19	0	100	-4	1	96
20	-9	102	-46	-6	102
21	0	101	-20	-3	100
22	0	100	-29	-1	102
23	1	104	-22	0	103
24	-4	86	-50	-7	93

Structures listed so far that have an aryl thioether with sulfur outside any ring (six):
cpd	mol	Bcl-2 Bim block	Bcl-B Bim block	Bim-Bfl-1	Mcl1 Noxa PPI	RGS4-Gao reg	Bcl-XL Bim block
2	O=C(Nc1cc(C(F)(F)F)ccc1Cl)C(Sc1n[nH]c(=O)[nH]c1=O)c1ccccc1 (configuration not stated)	·	·	·	19	95	·
3	CC(Sc1n[nH]c(N)n1)C(=O)C12CC3CC(CC(C3)C1)C2 (configuration not stated)	3	0	0	-9	102	0
5	O=S(=O)(c1cccc(-c2nnc(SC(F)F)n2-c2ccccc2)c1)N1CCCCC1	-7	-8	-8	19	98	-2
12	Cc1ccc(SC(C)C(=O)Nc2cccnc2)cc1 (configuration not stated)	-2	-2	-1	0	106	0
13	Clc1ccc(CSc2snnc2-c2ccccc2)c(Cl)c1	-8	-10	-8	14	101	-7
19	CCCc1nc(SCc2ccccn2)c2c(=O)n(C)c(=O)n(C)c2n1	-4	-1	-6	8	103	0

cpd	Bim-Mcl-1	RGS8-Gao reg	Mcl1-Bid inh	Bim-Bcl-W	RGS7-Gao
2	·	96	-45	·	?
3	1	100	-16	1	100
5	0	99	92*	-1	97
12	-2	102	-12	-2	104
13	-3	101	-17	-1	98
19	0	100	-4	1	96

Next results
cpd	mol	Bcl-2 Bim block	Bcl-B Bim block	Bim-Bfl-1	Mcl1 Noxa PPI	RGS4-Gao reg	Bcl-XL Bim block
25	Cc1cccc2nc(-c3ccccc3)nc(N[C@@H](CO)c3ccccc3)c12	-1	-6	0	13	98	-5
26	Cn1nc(-c2ccc(Cl)cc2)c2cc(C(=O)N3CCN(c4ccccn4)CC3)sc21	-6	-8	-12	10	99	-1
27	CCC(CCC(=O)Nc1nncs1)C(=O)O (configuration not stated)	-9	-4	-13	-5	82	-7
28	CCOC(=O)Cc1csc(NC(=S)NC(=O)c2ccccc2)n1	-4	-7	-14	12	93	-4
29	C/C(=N/Oc1nc(C)cc(C)n1)c1ccc(Cl)cc1Cl	-1	-3	2	14	102	0
30	COc1ccc(/C=C/C(=O)c2cc3c(cc2N)OCO3)cc1	0	-1	-1	6	98	-5
31	CCCCCn1c(=S)[nH]c2cc(C(=O)N3CCCC3)ccc2c1=O	3	1	0	-7	97	-3
32	Cc1cc2c(cc1C)/C(=C\C(N)=O)NC(C)(C)C2	-5	-2	-5	0	103	-1
33	COc1cc2c(cc1OC)/C(=C/C#N)NC(C)(C)C2	-6	-6	-3	3	105	-2
34	Cc1cc(Cl)ccc1NC(=S)N1CCN(C(=O)C2CCCO2)CC1 (configuration not stated)	-3	-9	2	-19	95	-5
35	CCCC(=O)OCC(=O)NC1CCCc2ccccc21 (configuration not stated)	-1	-6	-1	24	101	-5
36	CS(=O)(=O)N(CC(=O)NCCSCc1c(F)cccc1Cl)c1cccc([N+](=O)[O-])c1	0	-3	1	7	98	-2

cpd	Bim-Mcl-1	RGS8-Gao reg	Mcl1-Bid inh	Bim-Bcl-W	RGS7-Gao
25	-3	91	3	-2	97
26	-1	100	2	2	100
27	9	97	0	-1	87
28	-2	97	-16	-2	96
29	-5	100	7	-2	102
30	0	97	-50	1	95
31	29	102	-40	-1	105
32	0	103	-81	0	101
33	0	104	-63	2	104
34	-4	97	-75	-2	91
35	-3	102	-50	-4	100
36	1	103	-2	2	101

Next structures follow.
cpd	mol	Bcl-2 Bim block	Bcl-B Bim block	Bim-Bfl-1	Mcl1 Noxa PPI	RGS4-Gao reg	Bcl-XL Bim block
37	CS(=O)(=O)N1CCC(Oc2ccccc2C(=O)N2CCN(CC3CC3)CC2)CC1	-3	0	2	-3	96	-3
38	Cc1ccc(/C=N/N2C(=O)c3ccccc3NC2c2ccc(C)cc2)cc1 (configuration not stated)	-4	-9	-8	5	100	-5
39	COC(=O)c1c(N)c2ccccc2[nH]c1=O	-2	-3	-2	0	100	-1
40	O=S(=O)(c1cc(Cl)ccc1Cl)n1nnc2ccccc21	-11	-5	-16	6	107	-8
41	COc1ccc(CCNS(=O)(=O)c2ccc3c(c2)OCCO3)cc1OC	0	0	-1	2	94	2
42	C=CCOC(=O)C1=C[C@H](c2csc3ccccc23)[C@@H](CCCO)[C@H](OCC)O1	0	2	2	-10	98	-1
43	COc1ccc2nc(SCc3nc(N)nc(Nc4ccccc4)n3)[nH]c2c1	-9	-9	-12	21	99	-6
44	O=C(NCCCN1CCOCC1)c1cc(-c2ccc(Br)cc2)on1	-2	-3	-2	-1	118	-3
45	COc1ccccc1-c1nnc(SCC(=O)NCc2cccs2)n1N	0	-4	-5	10	105	-1
46	CCCCCC(=O)Nc1cccc(C2=NOC3(C2)C[C@@H](C(N)=O)N(C(=O)c2ccc(Cl)cc2)C3)c1 (some centres not stated)	·	·	·	5	109	·
47	COc1ccc(/C=C/C(=O)O)cc1S(=O)(=O)NC1CCS(=O)(=O)C1 (configuration not stated)	0	-1	-5	-6	101	-1
48	Fc1ccc(-n2nnc(-c3ccnc4ccccc34)n2)cc1	2	-7	0	-7	88	1
49	Cc1nc(CNS(=O)(=O)c2cc(C)c(C)cc2C)cs1	-2	-2	-4	-10	91	0

cpd	Bim-Mcl-1	RGS8-Gao reg	Mcl1-Bid inh	Bim-Bcl-W	RGS7-Gao
37	-4	93	-6	-4	100
38	-4	100	-15	-4	99
39	-4	100	18	-1	99
40	-1	103	10	0	105
41	-1	99	-24	-3	97
42	0	102	4	-1	100
43	-2	101	-22	1	101
44	-3	101	-59	-1	116
45	-2	103	-26	-2	?
46	·	103	-20	·	?
47	-2	99	-17	-1	97
48	1	91	9	-1	85
49	2	99	-18	-3	95

Compounds as they come; any-hit rate near 2.7%.
